From PubChem BioAssay
S1P3 antagonist – S1P3 receptor antagonists, primary screen, cell-based. Sphingosine 1-phosphate receptor 3 (Homo sapiens), Q99500. CHO S1P3 NFAT-BLA reporter, FRET fluorescence, antagonist mode. inhibition, % at 4.98 µM. hit rate 0.27% among 170,000;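 active = inhibition above the plate cutoff, the mean inhibition of test wells on that plate plus 3 SD, cut at about 28% in these data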;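 note: cells challenged with S1P at its EC80 of 0.8 µM; blue over green emission ratio from cleaved BLA substrate after 4 h stimulation; 0% = S1P-stimulated wells and 100% = unstimulated DMSO-only wells; some compounds past the cut are filed as inactive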
Target sequence (Q99500 whole entry, looked up): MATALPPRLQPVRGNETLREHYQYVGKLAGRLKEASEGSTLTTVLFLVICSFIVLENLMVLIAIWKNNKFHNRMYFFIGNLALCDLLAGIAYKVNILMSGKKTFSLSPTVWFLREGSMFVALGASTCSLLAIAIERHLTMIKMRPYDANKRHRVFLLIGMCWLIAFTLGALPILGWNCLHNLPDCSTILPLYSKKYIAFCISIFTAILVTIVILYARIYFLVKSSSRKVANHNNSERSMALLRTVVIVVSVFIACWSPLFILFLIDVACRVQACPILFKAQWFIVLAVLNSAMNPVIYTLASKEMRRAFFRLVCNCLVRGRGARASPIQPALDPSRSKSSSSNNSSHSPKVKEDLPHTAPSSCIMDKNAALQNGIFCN
Redox H2O2 prof – compounds producing H2O2 with reducing agent – biochemical, NIH compound library profiling, artefact control for MLSCN library redox annotation, primary screen; hit rate 0.03% among 200,000; DTT-dependent redox cycling H2O2, phenol red/HRP absorbance; 100% = 100 µM peroxide control, 0% = buffer; activation, % at 10 µM;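 active = activation of at least 50% relative to the plate's high and low controls in the primary single-dose screen; inactive = activation below 50%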;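 note: compound incubated with DTT at 0.8 mM final as the reducing agent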
bIAP activator – bovine intestinal alkaline phosphatase activators, primary screen, biochemical, bovine IAP, CDP-star luminescence; hit rate 0.17% among 200,000; purified bovine IAP, 30 min; active compounds read high; fold of DMSO-control signal, blank-subtracted; AID 1016, 2008; activation factor at 20 µM;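 active = activation factor of 2 or more at 20 µM, a signal rise over negative controls twice the positive control's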
TR-FRET SRC-2 ct – TR-FRET signal artefacts, primary screen, artefact control for PPARgamma SRC-2 agonist project, biochemical. TR-FRET artefact counter-screen; active compounds read high. TR-FRET ratio at 8 µM. hit rate 0.4% among 200,000. AID 1049, 2008; in the data active = TR-FRET ratio above about 2000; note: inactives centre near 1500
PPARg SRC3 recr – PPARgamma agonists recruiting SRC-3 coactivator, primary screen, biochemical | biochemical PPARgamma/SRC-3 coactivator recruitment assay | activation, % at 8 µM | hit rate 0.26% among 200,000 | AID 731, 2007; in the data active = activation above about 23%;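 note: 0% = DMSO and 100% = reference agonist; some compounds past the cut are filed as inactive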
Lmaj promast – Leishmania major promastigote growth inhibition, primary screen | hit rate 9% among 200,000 | Leishmania major promastigotes, resazurin fluorescence viability | inhibition, % at 10 µM; in the data active = inhibition above about 50%;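 note: promastigotes grown with compound for 44 hours at 28 °C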
PPARg SRC1 recr – PPARgamma agonists recruiting SRC-1 coactivator, primary screen, biochemical; Peroxisome proliferator-activated receptor gamma (Homo sapiens), P37231; PPARgamma-SRC-1 coactivator recruitment biochemical assay; activation, % at 8 µM; hit rate 0.41% among 200,000; in the data active = activation above about 19%;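 note: 0% = DMSO and 100% = reference agonist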
PPARg SRC-2 ag – agonists of PPARg-SRC-2 recruitment, primary screen, biochemical, HTS; Peroxisome proliferator-activated receptor gamma (Homo sapiens), P37231; PPARgamma LBD-SRC-2 recruitment; activation, % at 8 µM; hit rate 0.34% among 200,000; in the data active = activation above about 22%;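 note: 0% = vehicle and 100% = reference agonist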
TLR4 MyD88 comp – inhibitors of TLR4-MyD88 association in cells, primary screen, cell-based, HeLa CL3-4, BLA complementation, FRET ratio | inhibition, % at 8.4 µM | Toll-like receptor 4 (Homo sapiens) + Myeloid differentiation primary response protein … | HeLa CL3-4 TLR4/MyD88 BLA complementation | hit rate 0.18% among 200,000; in the data active = inhibition above about 25%;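 note: 0% = vehicle and 100% = reference inhibitor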
bIAP inhibitor – bovine intestinal alkaline phosphatase inhibitors, primary screen, selectivity assay for TNAP inhibitor project, biochemical, bovine IAP, CDP-star luminescence. alkaline phosphatase, intestinal [Bos taurus]. purified bovine IAP, 30 min. inhibition, % at 20 µM. 190,000 tested, under 10 active;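 active = over 50% inhibition of intestinal alkaline phosphatase at 20 µM in the single-dose screen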
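System: Purified bovine intestinal alkaline phosphatase (IAP) enzyme | Input: IAP diluted 1/65,000,000 in the well | Also added: CDP-star chemiluminescent phosphatase substrate, 30 µM final | Dosing: 20 µM single dose | Times: Enzyme reaction for 30 min at room temperature | Detection: Luminescence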
ROMK mod – ROMK potassium channel modulators, primary screen, cell-based, thallium flux, MLSMR library | ATP-sensitive inward rectifier potassium channel 1 (Homo sapiens), P48048 | Tet-inducible ROMK, thallium flux fluorescence; actives lie on both sides | B-score at 10 µM | hit rate 2% among 130,000 | AID 1918, 2009;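 active = signal ratio slope over the read window, or its plate-corrected B-score, at least 3 SD from the plate mean, either direction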;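 note: B-score of the F/F0 ratio slope over 7 to 12 s after thallium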
Target sequence (P48048 whole entry, looked up): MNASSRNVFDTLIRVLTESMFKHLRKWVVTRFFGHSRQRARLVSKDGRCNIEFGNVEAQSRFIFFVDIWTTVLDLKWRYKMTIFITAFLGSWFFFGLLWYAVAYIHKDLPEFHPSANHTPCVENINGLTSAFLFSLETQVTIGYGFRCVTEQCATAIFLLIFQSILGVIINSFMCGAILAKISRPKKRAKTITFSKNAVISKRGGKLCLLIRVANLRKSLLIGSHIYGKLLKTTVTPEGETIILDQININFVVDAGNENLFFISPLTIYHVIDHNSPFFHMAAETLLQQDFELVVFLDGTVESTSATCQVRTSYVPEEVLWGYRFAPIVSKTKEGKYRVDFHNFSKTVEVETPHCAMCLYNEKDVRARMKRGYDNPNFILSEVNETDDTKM
Active calls of the source: *; . = not tested or not shown.

No.	mol	S1P3 antagonist	Redox H2O2 prof	bIAP activator	TR-FRET SRC-2 ct	PPARg SRC3 recr	Lmaj promast
1	COCC(=O)Nc1nnc(SCC(=O)NCc2cccs2)s1	-24	0.4	0.9	1538	9	-3
2	CCOc1ccc(S(=O)(=O)N(C)c2ccc(OCC(=O)Nc3nc(-c4cc(OC)ccc4OC)cs3)cc2)cc1	-2	0.3	1	2453*	18	23
3	O=C(CN1CCOCC1)N/N=C/c1ccccc1	-18	0.2	1.1	1449	-1	6
4	CCOC(=O)CSc1n[nH]c(NC(=O)NC(C)C)n1	3	0.4	1.1	1652	1	-4
5	CCOc1ccc(N=Nc2c(N)[nH][nH]c2=O)cc1	6	-0.4	1	1362	3	-6
6	Cc1cc(C)c(CN2CCC(CO)(CCOc3ccccc3)CC2)cc1C	0	-0.8	0.8	1505	-2	60*
7	COc1ccc(S(=O)(=O)Nc2cccc(-c3ccc4nncn4n3)c2)cc1F	13	-0.8	1.1	1444	2	3
8	Cc1c(NC(=S)N2CCN(c3cccc(Cl)c3)CC2)c(=O)n(-c2ccccc2)n1C	-12	-0.6	1.1	1640	1	0
9	COc1ccc(S(=O)(=O)N2CCCCCC2)cc1C(=O)OCC(=O)NCC(C)C	.	0.0	1	1648	5	-4
10	O=C(c1ccc2nc(-c3ccco3)c(-c3ccco3)nc2c1)N1CCN(c2ccccc2)CC1	12	-0.4	1	1696	2	0

No.	PPARg SRC1 recr	PPARg SRC-2 ag	TLR4 MyD88 comp	bIAP inhibitor	ROMK mod
1	0	6	-6	8	.
2	25*	26*	-5	1	.
3	-4	-4	0	-8	.
4	2	3	-11	-8	0.97
5	13	5	-6	4	.
6	-1	-4	7	18	-0.77
7	2	1	-5	-5	.
8	8	12	1	-15	-0.68
9	-4	4	-3	2	-1.2
10	7	0	15	1	.

No.	mol	S1P3 antagonist	Redox H2O2 prof	bIAP activator	TR-FRET SRC-2 ct	PPARg SRC3 recr	Lmaj promast
11	CN(CC(=O)Nc1ccc(S(=O)(=O)N2CCCC2)cc1)Cc1ccc(Cl)cc1Cl	-5	0.1	1	1686	1	86*
12	Cc1cc(C)n2c(SCC(=O)N3CCN(S(=O)(=O)c4ccc(Cl)cc4)CC3)nnc2n1	-38	-1.7	1	1666	-14	-6
13	O=C(CSc1nc2c(sc3ccccc32)c(=O)n1CCCN1CCCC1)NCC1CCCO1 (stereo not drawn)	.	0.1	1.1	1430	-1	38
14	O=C(COC(=O)c1sc2cc(Cl)ccc2c1Cl)Nc1ncc(Cl)cc1Cl	-6	-0.4	1	1535	7	-1
15	O=C(CCN1C(=O)c2ccccc2C1=O)N1CCN(Cc2ccc(Cl)cc2Cl)CC1	2	-2.2	1.1	1432	1	-12
16	COc1cccc(C2(O)CC(C(F)(F)F)=NN2C(=O)c2ccccn2)c1 (stereo not drawn)	-16	-0.4	1.1	1470	4	2
17	CNC(=S)NNC(=O)Cc1ccc(O)cc1	-6	-0.5	0.7	1687	1	-4
18	COc1ccc(Nc2nc(C(=O)N(CCO)Cc3ccccc3)cs2)cc1	-3	1.1	0.9	1599	6	-1
19	O=C(CN1C(=O)COc2ccccc21)NCCN1CCc2ccccc2C1	8	1.2	1.1	1488	1	-1
20	CC1=C2C(=O)OC(c3ccoc3)C2(C)CCC1 (stereo not drawn)	-6	-0.4	0.7	1751	17	-1

No.	PPARg SRC1 recr	PPARg SRC-2 ag	TLR4 MyD88 comp	bIAP inhibitor	ROMK mod
11	-2	-4	-3	2	-0.024
12	4	3	0	2	.
13	-3	-5	-6	-10	-1.2
14	0	8	6	-4	0.66
15	-2	3	14	-8	.
16	-5	1	2	-14	-0.59
17	3	6	-11	29	0.15
18	0	7	-15	15	-0.58
19	2	13	1	-12	.
20	6	12	-11	32	.

No.	mol	S1P3 antagonist	Redox H2O2 prof	bIAP activator	TR-FRET SRC-2 ct	PPARg SRC3 recr	Lmaj promast
21	O=C(NCCCn1ccnc1)c1cn(-c2ccccc2)nc1-c1ccc(F)cc1	-12	1.4	2.2*	1516	-10	7
22	O=C(C1CCN(CC2CC=CCC2)CC1)N(CCc1ccccc1)Cc1ccccc1 (stereo not drawn)	-13	1.1	1	1411	-4	27
23	O=C(NCCc1ccc(Cl)cc1)C1CCN(C(=O)c2sccc2-n2cccc2)CC1	33	-0.1	1.1	1351	-9	14
24	Cn1c(=O)oc2cc(S(=O)(=O)N3CCCC(C(=O)NCC4COc5ccccc5O4)C3)ccc21 (stereo not drawn)	10	-0.3	1.1	1481	0	-8
25	COc1ccc(S(=O)(=O)N2CCCOC2CNC(=O)C(=O)NCCCn2ccnc2)cc1 (stereo not drawn)	-14	0.7	1.1	1502	1	-2
26	CC(C)(C)Nc1scc(-c2ccccc2)[n+]1-c1ccccc1	-12	-0.2	0.9	1617	-2	28
27	CN(C)CCCNC(=O)c1cc(C(=O)Cc2ccccc2)c[nH]1	-4	-0.1	0.9	1495	0	-5
28	N#C/C(=C\c1cn(Cc2ccc(C#N)cc2)c2ccccc12)C(=O)NCc1cccs1	-10	0.5	1	1624	4	42
29	CC(=O)Nc1nc(-c2cccs2)cs1	-6	3.2	0.9	1390	3	0
30	C/C(=C(/NC(=O)c1ccccc1)C(=O)O)c1ccco1	-20	-0.2	1.1	1465	0	-3

No.	PPARg SRC1 recr	PPARg SRC-2 ag	TLR4 MyD88 comp	bIAP inhibitor	ROMK mod
21	2	-11	1	-115	-2
22	-3	-7	-5	-3	-2.8*
23	-1	-1	4	-10	.
24	-1	1	-3	-6	.
25	1	-7	0	-10	0.29
26	-4	-5	9	10	-1.4
27	-6	-1	12	12	-1.1
28	3	-6	-44	4	0.35
29	0	7	-14	13	.
30	-3	-5	7	-7	0.18

No.	mol	S1P3 antagonist	Redox H2O2 prof	bIAP activator	TR-FRET SRC-2 ct	PPARg SRC3 recr	Lmaj promast
31	O=c1c2ccccc2nc(SCc2ccccc2Cl)n1Cc1ccccc1	.	-1.6	0.9	1495	-10	18
32	O=C(Cn1nc(Cc2cccnc2)c2ccccc2c1=O)Nc1ccc2c(c1)OCO2	-5	-0.2	0.9	1469	0	-5
33	Cc1cc(C)n(CC(=O)NN)n1	-11	-1.6	1.1	1614	-1	-3
34	COC(=O)c1cn(C)c2ccc(S(=O)(=O)N3CC(C)CC(C)C3)cc2c1=O (stereo not drawn)	-19	-0.1	0.8	1528	-4	10
35	CCCCNCc1cc(OCC)c(OCC)cc1Br	6	0.2	0.9	1711	1	7
36	COCCNC(=O)C1CC(=O)N(c2ccc(OC)cc2)C1c1ccc(OC)cc1 (stereo not drawn)	0	0.1	1	1711	3	-13
37	Cc1ccccc1-n1c(=O)cc(N2CCCCCC2)[nH]c1=O	-27	0.2	0.8	1439	-4	-6
38	COc1ccc(Cl)cc1NC(=S)NCCCN1CCCC1=O	-15	0.2	1.1	1542	2	36
39	CN1/C(=C\C(=S)Nc2ccccc2)C(C)(C)c2ccccc21	2	5.3	0.4	1974*	2	42
40	COc1cc(OC)c(S(=O)(=O)NCc2cccnc2)cc1NC(C)=O	-11	-1.8	1.1	1596	4	-4
41	CCOC(=O)c1cc2c(ccn2C)n1CC(=O)Nc1ccc(F)cc1	-5	-1.3	1	1488	3	-6
42	CCNC(=S)NNC(=O)c1cc(-c2ccc(OC)cc2)nc2ccccc12	11	-0.1	0.9	1317	-5	2
43	CCCCCc1nc(-c2nonc2N)no1	.	-11	1	1534	10	-3

No.	PPARg SRC1 recr	PPARg SRC-2 ag	TLR4 MyD88 comp	bIAP inhibitor	ROMK mod
31	-4	0	2	7	.
32	-2	4	-11	7	.
33	4	12	1	-6	0.18
34	2	2	9	15	.
35	-5	1	4	6	-0.31
36	0	-5	-10	-2	-0.26
37	0	5	-7	22	.
38	-14	1	1	-6	-0.95
39	8	-1	4	.	0.48
40	3	11	-3	-8	0.96
41	1	1	-17	-3	0.33
42	5	2	-3	6	-0.059
43	1	6	0	3	.

Arranged by heavy-atom count (largest number first): five of the compounds above.
No.	mol	S1P3 antagonist	Redox H2O2 prof	bIAP activator	TR-FRET SRC-2 ct	PPARg SRC3 recr	Lmaj promast
32	O=C(Cn1nc(Cc2cccnc2)c2ccccc2c1=O)Nc1ccc2c(c1)OCO2	-5	-0.2	0.9	1469	0	-5
31	O=c1c2ccccc2nc(SCc2ccccc2Cl)n1Cc1ccccc1	.	-1.6	0.9	1495	-10	18
41	CCOC(=O)c1cc2c(ccn2C)n1CC(=O)Nc1ccc(F)cc1	-5	-1.3	1	1488	3	-6
35	CCCCNCc1cc(OCC)c(OCC)cc1Br	6	0.2	0.9	1711	1	7
43	CCCCCc1nc(-c2nonc2N)no1	.	-11	1	1534	10	-3

No.	PPARg SRC1 recr	PPARg SRC-2 ag	TLR4 MyD88 comp	bIAP inhibitor	ROMK mod
32	-2	4	-11	7	.
31	-4	0	2	7	.
41	1	1	-17	-3	0.33
35	-5	1	4	6	-0.31
43	1	6	0	3	.
